# mIDH1 inhibitor – qHTS for Inhibitors of mutant isocitrate dehydrogenase 1 (IDH1): qHTS; 0.093% of 390,000 active; IDH1-R132H enzyme, NADPH consumption, diaphorase/resazurin fluorescence; Potency, µM (doses to about 76.6 µM), inactives show top-dose activity change, negative = inhibition, hits mostly inhibitors; also: potency is read from the fitted curve at half-maximal effect; % is scaled to controls: 0 for no effect and ±100 for the full control effect; nearly all actives have a fitted effect of over 65% in size
#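 IDH1-R132H (0.5 ug/mL dispensed) in pH 7.5 Tris buffer was preincubated 30 min with compound, then given a substrate mix of 0.016 mM NADPH and 2 mM alpha-KG for 80 min at room temperature; remaining NADPH was read by diaphorase/resazurin fluorescence.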
# PI4K2A block – qHTS for small molecular inhibitors of PI4K2A; Phosphatidylinositol 4-kinase type 2-alpha (Homo sapiens), Q9BTU6; purified PI4K2A, ADP-Glo luminescence, 1 h; hits give low values; activity change, negative = inhibition, % at 76.9 µM; 0.13% of 420,000 active; AID 1346378, 2018; in the data active = activity change below about -50%; inconclusive = mostly about -30% to -49%;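 also: -100% = wells without enzyme as full effect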
#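 Compounds are screened against recombinant PI4K2A using PI as substrate and ATP, the latter dispensed at 300 microM. Reactions run one hour at ambient temperature before ADP-Glo detection; full inhibition defined by wells lacking enzyme.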
# rTrxR1 inhibitor – qHTS Assay for Inhibitors of Mammalian Selenoprotein Thioredoxin Reductase 1 (TrxR1): qHTS; AID 588453, 2011; Potency, µM (top dose mostly 114 µM), without a hit: at the top dose activity change, negative = inhibition, hits mostly inhibitors; 1% of 390,000 active; recombinant rTrxR1, NADPH fluorescence consumption, selenite substrate; also: potency is read from the fitted curve at half-maximal effect; % is scaled to controls: 0 for no effect and ±100 for the full control effect; nearly all actives have a fitted effect of over 65% in size
#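 Rat TrxR1 (90 nM in the dispensed reagent) was pre-reduced with 400 uM NADPH for 5 min at room temperature, then incubated with compound for 15 min. After 400 uM selenite was added, NADPH fluorescence (Ex 340/Em 450 nm) was followed for 8 min.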
# TRHR enhancer – qHTS for Small Molecule Agonists and Allosteric Enhancers of Human TRH Receptor: Primary Screen for Enhancers. Thyrotropin-releasing hormone receptor (Homo sapiens), P34981. TRHR cells, fluo-8 calcium fluorescence, EC20 TRH enhancement. enhancement, % at 2 µM. 0.66% of 360,000 active; in the data active = enhancement above about 30%; also: 0% is about no effect
# Target sequence (P34981 whole entry, looked up): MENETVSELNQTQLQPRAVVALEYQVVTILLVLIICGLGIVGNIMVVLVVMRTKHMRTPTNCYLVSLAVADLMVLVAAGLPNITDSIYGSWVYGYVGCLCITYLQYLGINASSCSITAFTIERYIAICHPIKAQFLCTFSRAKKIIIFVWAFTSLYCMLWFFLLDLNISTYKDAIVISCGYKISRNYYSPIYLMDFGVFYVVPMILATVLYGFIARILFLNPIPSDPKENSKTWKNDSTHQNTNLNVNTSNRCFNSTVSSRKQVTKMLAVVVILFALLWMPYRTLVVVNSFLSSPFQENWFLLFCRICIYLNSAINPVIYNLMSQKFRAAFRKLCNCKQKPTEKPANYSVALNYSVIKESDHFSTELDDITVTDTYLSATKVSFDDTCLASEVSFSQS
#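 Enhancer read-out: after compound pinning and an initial kinetic agonist-mode read, an EC20 of TRH (10 nM final) was injected and fluo-8 calcium signal (Ex 480/Em 530) followed at 1 s/cycle for 100 cycles in TRHR-expressing cells.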
# TRHR ag – qHTS for Small Molecule Agonists and Allosteric Enhancers of Human TRH Receptor: Primary Screen for Agonists; Thyrotropin-releasing hormone receptor (Homo sapiens), P34981; TRHR cells, calcium flux fluo-8, FDSS agonist mode; activation, % at 2 µM; 0.18% of 360,000 active; AID 493084, 2011; in the data active = activation above about 30%; also: 0% is about no effect
#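 Steps: seed TRHR cells overnight; add fluo-8 no-wash Ca dye, RT 30 min–1.5 h; record 10 s baseline; pin-transfer compounds; monitor fluorescence 1 cycle/s for the agonist window. Calcium increases flag candidate agonists.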
# TrxR1 substrate – qHTS Assay for Substrates of Mammalian Selenoprotein Thioredoxin Reductase 1 (TrxR1): qHTS; purified TrxR1 substrate turnover, NADPH consumption readout; Potency, µM (doses to about 114 µM), inactives show at the highest dose activity change, negative = substrate turnover; 0.01% of 390,000 active; AID 588456, 2011; also: potency is read from the fitted curve at half-maximal effect; % is scaled to controls: 0 for no effect and ±100 for the full control effect; nearly all actives have a fitted effect of over 50% in size
#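 Rat TrxR1, dispensed at 90 nM, was prereduced with 400 uM NADPH (final) for 5 min at ~22 deg C, then incubated with compound 15 min before 400 uM selenite. A first-read NADPH fluorescence drop versus no-compound background flagged substrates.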
# USP1 inh – Inhibitors of USP1/UAF1: Primary Screen. recombinant USP1/UAF1, Ub-Rhodamine cleavage fluorescence. Potency, µM (top dose mostly 57.1 µM), without a hit: at the highest dose activity change, negative = inhibition, most hits filed as inhibitors. 0.23% of 390,000 active. AID 743255, 2014; also: potency is read from the fitted curve at half-maximal effect; % is scaled to controls: 0 for no effect and ±100 for the full control effect; nearly all actives have a fitted effect of over 60% in size; inactives centre near -12
#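 USP1/UAF1 complex (1 nM) preincubated 15 min at room temperature with compound, then Ub-Rho substrate (150 nM final) added. Kinetic fluorescence at 480/540 nm over 6 reads at 60 s intervals; 50 mM HEPES pH 7.8, 0.5 mM EDTA, 0.1 mg/ml BSA, 1 mM TCEP, 0.01% Tween-20.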
# D2 antag – HTS Assay for Allosteric Antagonists of the Human D2 Dopamine Receptor: Primary Screen for Antagonists | D(2) dopamine receptor (Homo sapiens), P14416 | HEK293 TREx D2 cells, calcium flux, dopamine EC80 | inhibition, % at 10 µM | 2% of 340,000 active | AID 485344, 2010; in the data active = inhibition above about 30%; also: 0% is about no effect
# Target sequence (P14416 whole entry, looked up): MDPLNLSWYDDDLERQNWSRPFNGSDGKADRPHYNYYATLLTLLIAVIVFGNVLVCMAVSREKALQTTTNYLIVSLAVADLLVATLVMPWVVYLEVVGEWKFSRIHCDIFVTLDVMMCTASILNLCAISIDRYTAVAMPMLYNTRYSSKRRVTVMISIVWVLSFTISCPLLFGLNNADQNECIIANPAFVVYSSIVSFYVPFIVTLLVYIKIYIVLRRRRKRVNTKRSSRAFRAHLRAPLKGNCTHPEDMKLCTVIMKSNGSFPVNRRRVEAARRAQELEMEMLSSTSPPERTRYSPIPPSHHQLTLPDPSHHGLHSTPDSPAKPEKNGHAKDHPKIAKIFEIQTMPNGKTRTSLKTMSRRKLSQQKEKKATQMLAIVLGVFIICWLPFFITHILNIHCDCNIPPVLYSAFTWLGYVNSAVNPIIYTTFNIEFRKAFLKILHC
#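 HEK293 T-REx D2 cells, tet-induced, calcium dye no-wash. Cpd pintool add, 180 s kinetic, then EC80 DA, 180 s kinetic. Ca flux read.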
# D2 ag – HTS Assay for Allosteric Agonists of the Human D2 Dopamine Receptor: Primary Screen for Agonists; HEK293 T-REx D2 cells, calcium flux agonist mode; activation, % at 2 µM; D(2) dopamine receptor (Homo sapiens), P14416; 0.53% of 340,000 active;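 active = activation over 3 SD above normal in the single-dose calcium agonist read, cut at about 30% in these data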; also: 0% is about no effect
#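 Tetracycline-induced HEK293 Trex cells with D2 receptor force-coupled to calcium signaling, plated overnight at 30 C and loaded with no-wash calcium dye. Calcium flux read kinetically for 180 s after compound addition; responses flag agonists.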
# Numbers without * were called inactive; u = inconclusive; x = no result given; [ ] = remark or other dose. Unless noted, calls follow the shape of the dose curve; as a rule, active = well fitted inhibition curve with a large enough effect; inconclusive = small, poorly fitted or top-dose-only effect; inactive = no such curve, though single readings can be large or run the other way.
SMILES,mIDH1 inhibitor,PI4K2A block,rTrxR1 inhibitor,TRHR enhancer,TRHR ag,TrxR1 substrate,USP1 inh,D2 antag,D2 ag
O=C(Cn1nc(C(F)F)cc1C(F)F)NNC(=S)Nc1ccc(F)cc1,-3%,5,-5%,3,-0.1,-5%,-9%,6,-0.1
COCCCNC(=S)Nc1cccc(SC)c1,-9%,-4,-15%[57.1 µM],2,0.2,3%,-4%,-23,-0.4
O=c1cc(C(F)(F)F)c2sc(N3CCCCC3)nc2[nH]1,2%,4,u,-1,-0.5,162%[activator],-24%,-4,1.2
CC(C)CCn1c(Br)nc2c1c(=O)n(CC(N)=O)c(=O)n2C,4%,1,10%[57.1 µM],4,-0.4,3%,-17%,-6,1.2
CC(C)(C)c1ccc(CNC(=O)c2ccc3c(c2)NC(=O)CO3)cc1,-3%,5,9%[57.1 µM],0,0.1,-1%[57.1 µM],0%,12,1.1
CSc1ccccc1C(=O)N1CCc2ccccc2C1,6%,2,15%,9,0.8,11%[57.1 µM],-15%,8,-0.3
CCOC(=O)c1cnc(SCC(=O)N2CCN(C(=O)c3ccco3)CC2)nc1N,2%,-2,1%,2,-0.1,5%,-7%,26,-0.3
Cc1ccc(C2(O)CN(c3ccccc3C)C3=[N+]2CCS3)cc1 (stereo unspecified),2%,10,-10%,-2,0.2,-3%,-10%,-5,-0.6
COCc1nnc(NC(=O)c2cc3ccccc3o2)s1,14%,2,-7%,-4,0.3,-7%,-13%,-20,-0.5
CCC1CCCCN1C(=O)c1cc(-c2ccc(Cl)c(Cl)c2)on1 (stereo unspecified),-7%,9,19%,19,1.6,7%,-8%,17,0.9
Cc1ccc(NC(=O)Nc2ccc3nc(N4CCN(C)CC4)cc(C)c3c2)cc1F,-17%,-1,12%,-4,1.4,10%,-5%,x,0.6
COc1ccccc1NC(=O)CCCc1c[nH]c2ccccc12,0%,0,11%,-3,-0.2,4%,-20%,-4,-0.7
Cc1cccc(Nc2ncnc3ccccc23)c1,-5%,-2,u,14,-1.4,-15%,-20%,-2,0.3
Oc1c(C(c2ccc(F)cc2)N2CCCC2)sc2nc(-c3ccco3)nn12 (stereo unspecified),-7%,67,11%[57.1 µM],-2,0.2,7%[57.1 µM],-9%,x,1.1
O=C(CN1CCN(c2ccccc2F)CC1)c1c[nH]c2ccc(F)cc12,5%,-1,8%,1,0.2,-1%,-10%,35*,-0.6
O=C1CC(NNc2ccccc2)C(=O)N1c1ccccc1 (stereo unspecified),5%,-7,-16%,5,0.0,-9%,-12%,-9,-0.3
CCOC(=O)c1ccc(Nc2c(-c3ccc(O)c(OC)c3)nc3nc[nH]n23)cc1,-27%,-4,7%[57.1 µM],5,0.4,-4%[57.1 µM],u,x,0.5
C[C@@H](NC(=O)C(=O)c1c[nH]c2ccccc12)c1ccccc1,-14%,5,6%,x,x,-3%,-11%,x,x
COc1cc(OC)cc(C(=O)NNC(=O)c2ccc(S(=O)(=O)N(C)c3ccccc3OC)cc2)c1,-1%,-1,18%,-2,-0.6,4%,-17%,-4,-0.2
CN(Cc1cc([N+](=O)[O-])ccc1Cl)C(=O)C[n+]1ccccc1,-4%,-8,10%[57.1 µM],3,0.5,3%[57.1 µM],-7%,-10,0.6
Cc1ccc(C(=O)Nc2cc(Cl)ccc2-n2cncn2)s1,5%,0,-10%,3,-0.2,-8%,-8%,5,0.0
CC1CCN(CCC(=O)Nc2ccc(Br)cc2)CC1,3%,-1,3%,x,x,6%,-7%,x,x
CCN1C[C@@H]2[C@@H]3C(=O)N(C)C(=O)[C@@H]3[C@](CC)(C(=O)OC)N2C1=NCc1ccccc1,-6%,1,16%,x,x,4%,-20%,x,x
O=C(CSc1n[nH]c(-c2ccc(Cl)cc2Cl)n1)Nc1ccccn1,9%,4,-8%,2,-0.4,-6%,-22%,16,-0.4
Clc1ccc(-c2cn3cc(Cl)ccc3n2)cc1,20%,-5,25%,-4,-0.1,10%,0%,10,0.4

# (listing goes on)
SMILES,mIDH1 inhibitor,PI4K2A block,rTrxR1 inhibitor,TRHR enhancer,TRHR ag,TrxR1 substrate,USP1 inh,D2 antag,D2 ag
CCCCN(C)C(=O)CCC(=O)Nc1ccc2nc(N3CCOCC3)cc(C)c2c1,-2%,5,9%,-5,-0.7,163%[activator],-3%,-22,0.2
CCSc1ccccc1C(=O)N1CCC2(CC1)CC(=O)c1ccccc1O2,-5%,-2,8%,-6,0.4,7%,0%,-16,0.3
CCOC(=O)N1CCN(c2c(N3CCOCC3)c(=O)c2=O)CC1,6%,-3,-3%,-1,0.1,-4%,-22%,12,0.5
COc1ccc(CC(=O)N2CCC(n3nccc3NC(=O)C3CC3)CC2)cc1,-2%,-7,8%,2,0.1,3%,-7%,6,-1.1
Oc1ccc(C(=S)N2CCN(c3cccc(Cl)c3)CC2)cc1,-1%,9,u,14,0.3,0%[57.1 µM],-13%,-10,-0.8
C/C(=N\OCC(=O)N/N=C/c1ccc(C)cc1O)c1cccs1,-2%,-1,5%,6,2.7,-3%,-9%,-31,0.5
COc1ccccc1OC(C)C(=O)Nc1ccc(S(=O)(=O)Nc2nccs2)cc1 (stereo unspecified),10%,-2,-2%[57.1 µM],18,0.1,9%[0.0914 µM],-2%,-2,-0.8
COC(=O)c1scc(-c2ccc(C)cc2)c1S(=O)(=O)N1CCN(c2ccc(F)cc2)CC1,19%,-4,9%[57.1 µM],-8,0.7,-5%[57.1 µM],-11%,x,x
CCN1C(=O)CC(N2CCC(C(=O)N3CCCCCC3)CC2)C1=O (stereo unspecified),-7%,1,17%,0,1.0,3%,-8%,2,0.8
Cc1occc1C(=O)NNC(=O)NC12CC3CC(CC(C3)C1)C2,3%,-2,21%,2,0.3,3%,7%,-5,-0.2
CCOC(=O)C(=O)NNc1ccccc1C,1%,-3,-2%,-2,-0.3,-2%,-19%,9,0.8
Cc1[nH]n(-c2ccc(Cl)cc2)c(=O)c1C=NC12CN3CN(CN(C3)C1)C2,6%,-4,0%,-1,0.8,-5%,-3%,-25,0.0
COc1ccc(Cn2c(N)c(S(=O)(=O)c3cccs3)c3nc4ccccc4nc32)cc1,0%,-7,55%[activator],8,0.8,85%[activator],-6%,x,x
COc1ccc(CCNC(=O)COc2ncnc3cc([N+](=O)[O-])ccc23)cc1,-20%,-3,8%,-3,-0.4,-1%,-9%,3,-1.2
COc1cccc(NC(=O)c2ccn(C)n2)c1,-2%,-3,-1%,9,-0.4,-4%,-22%,-11,-0.9
Cc1c2c(nc3nc4ccccc4n13)CC(C)(C)CC2=O,0%,-1,-9%,2,0.2,-7%,-11%,x,x
Cc1cc(C)n(-c2ccc(C(=O)N3CCN(S(=O)(=O)c4ccc(Cl)cc4)CC3)cc2)n1,2%,-4,17%,18,-0.2,0%,-11%,11,-1.4
O=C(NCCN1CCOCC1)c1ccccc1[N+](=O)[O-],1%,-4,20%[11.4 µM],8,-0.2,9%[57.1 µM],-16%,-3,-0.2
Cc1onc(-c2ccccc2)c1C1=N/C(=C\c2ccccc2F)C(=O)O1,-2%,2,9%[57.1 µM],-7,0.2,8%[57.1 µM],-20%,2,-0.2
CCCCn1c(-c2sccc2C)n[nH]c1=S,-2%,0,-19%[57.1 µM],-1,-0.8,-1%[57.1 µM],-7%,x,x
O=C(O)CCC(=O)Nc1ccccc1C(=O)N1CCN(c2ccc(Cl)cc2)CC1,-3%,0,-7%,-3,0.2,-3%,-14%,10,1.0
Cc1nc(N)nc(-c2ccccc2O)n1,0%,-1,-16%,-10,-0.2,-4%,11%,-18,-0.8
Cn1c(=O)[nH]c(=O)c2c1nc(N1CCCCC1)n2CC(O)CN1CCCCC1 (stereo unspecified),1%,1,3%,3,-0.5,1%,-9%,-1,-0.3
COc1ccc(S(=O)(=O)NCCc2ccc(F)cc2)cc1,0%,2,12%[57.1 µM],2,-0.9,-3%[57.1 µM],-4%,2,-0.8

# Profiles, quoted from the list.
# Profile of COc1ccccc1OC(C)C(=O)Nc1ccc(S(=O)(=O)Nc2nccs2)cc1 (stereo unspecified) : mIDH1 inhibitor: 10%; PI4K2A block: -2; rTrxR1 inhibitor: -2%[57.1 µM]; TRHR enhancer: 18; TRHR ag: 0.1; TrxR1 substrate: 9%[0.0914 µM]; USP1 inh: -2%; D2 antag: -2; D2 ag: -0.8
# Profile of CCC1CCCCN1C(=O)c1cc(-c2ccc(Cl)c(Cl)c2)on1 (stereo unspecified) : mIDH1 inhibitor: -7%; PI4K2A block: 9; rTrxR1 inhibitor: 19%; TRHR enhancer: 19; TRHR ag: 1.6; TrxR1 substrate: 7%; USP1 inh: -8%; D2 antag: 17; D2 ag: 0.9
# Profile of COCc1nnc(NC(=O)c2cc3ccccc3o2)s1 : mIDH1 inhibitor: 14%; PI4K2A block: 2; rTrxR1 inhibitor: -7%; TRHR enhancer: -4; TRHR ag: 0.3; TrxR1 substrate: -7%; USP1 inh: -13%; D2 antag: -20; D2 ag: -0.5

# Screens (PubChem)
